All columns: NCI-60 one-dose screen, growth in % after 48 h at 10 µM unless noted; 100 = growth as untreated, 0 = no growth, -100 = all killed.
NCI-H522: NCI-H522 lung cancer | hit rate 8% among 78,000
NCI-H226: NCI-H226 lung cancer. hit rate 3.5% among 79,000
HT29: HT29 colon cancer. hit rate 7.4% among 81,000
NCI-H322M: NCI-H322M lung cancer | hit rate 2.7% among 80,000 | AID 1794733
NCI-H460: NCI-H460 lung cancer; AID 1794736; hit rate 6.8% among 82,000
NCI-H23: NCI-H23 lung cancer; AID 1794731; hit rate 4% among 80,000
A498: A498 renal cancer cells; hit rate 5.4% among 76,000; AID 1794774
RXF 393: RXF 393 renal cancer cells | hit rate 6.9% among 77,000
COLO 205: COLO 205 colon cancer. hit rate 7.3% among 79,000. AID 1794742
* = called active by the depositor; & = joins results of further samples. Rule for the calls: active = growth percent below 10; inactive = the rest. The list is partial, so the mix of outcomes need not match the whole.

COc1ccc2c(c1)c(-c1nc(-c3c[nH]c4ncccc34)cs1)cn2CCCCN1CCOCC1 was read as NCI-H522 39.9, NCI-H226 70.3, HT29 -84.4*, NCI-H322M 57.2, NCI-H460 4.3*, NCI-H23 69.9, A498 92.3, RXF 393 31.9 and COLO 205 -100.0*.
`CC(=O)c1cccc(S(=O)(=O)F)c1` gave NCI-H522 89.8, NCI-H226 97.2, HT29 103.7, NCI-H322M 95.6, NCI-H460 109.2, NCI-H23 100.2, A498 95.8, RXF 393 98.8 and COLO 205 113.7.
`C=CCc1cc2c(cc1OCC)OCO2` gave NCI-H522 74.5, NCI-H226 99.3, HT29 87.7, NCI-H322M 114.3, NCI-H460 101.6, NCI-H23 95.6, A498 91.3 and COLO 205 108.2.
For CC/C(=N/OC(=O)NC)c1ccccc1 the results were NCI-H522 118.9, NCI-H226 88.2, HT29 111.2, NCI-H322M 109.4, NCI-H23 108.0, A498 55.1, RXF 393 93.1 and COLO 205 111.0.
For COc1ccc2c(c1)[C@]13CCCC[C@H]1[C@H](C2)N(C)CC3 the results were NCI-H522 98.7, NCI-H226 81.1, HT29 91.5, NCI-H322M 102.3, NCI-H460 102.3, NCI-H23 105.8, A498 95.6, RXF 393 94.0 and COLO 205 95.1.
`C[N+](C)(C)Cc1cc(Cl)ccc1O` gave NCI-H522 80.6, NCI-H226 98.6, HT29 97.5, NCI-H322M 87.3, NCI-H460 109.5, NCI-H23 97.7, A498 90.1, RXF 393 109.8 and COLO 205 106.7.
Screening Cc1ccc(C[As+](c2ccccc2)(c2ccccc2)c2ccccc2)cc1 returned NCI-H522 -22.0*, NCI-H226 8.5*, HT29 -3.9*, NCI-H322M 18.6, NCI-H460 2.3*, NCI-H23 -11.1*, A498 -11.0*, RXF 393 8.6* and COLO 205 -55.7*.
`CC(C)CS(=O)(=O)C(c1ccccc1)c1ccccc1` gave NCI-H522 83.1, NCI-H226 106.3, HT29 86.2, NCI-H322M 84.1, NCI-H460 106.4, NCI-H23 95.4, A498 107.3, RXF 393 105.3 and COLO 205 99.9.
O=C1NC(=O)C(=Cc2ccc(Cl)cc2)C(=O)N1 was read as NCI-H522 96.2, NCI-H226 100.4, HT29 109.8, NCI-H322M 107.1, NCI-H460 103.4, NCI-H23 106.0, A498 95.0, RXF 393 100.8 and COLO 205 102.5.
O=[N+]([O-])c1ccc(O)c(CCl)c1 was read as NCI-H522 95.7, NCI-H226 106.8, HT29 105.0, NCI-H322M 112.9, NCI-H460 107.8, NCI-H23 100.9, A498 136.9, RXF 393 120.3 and COLO 205 105.8.
Screening NC(=O)OCCCCl returned NCI-H226 99.7, HT29 106.0, NCI-H322M 98.0, NCI-H460 107.8, NCI-H23 108.0, A498 108.0, RXF 393 103.4 and COLO 205 113.1.
`CCOP(=O)(OCC)C(NC(C)=O)C(=O)SCCN` (stereo not given) gave NCI-H522 98.7, NCI-H226 106.4, HT29 112.7, NCI-H322M 102.2, NCI-H460 120.7, NCI-H23 101.2, A498 91.7 and COLO 205 128.2.
Screening CC1(C)CCCN1CCC(C(N)=O)(c1ccccc1)c1ccccc1 returned NCI-H226 105.6, HT29 104.9, NCI-H322M 112.8, NCI-H460 107.3, NCI-H23 101.7, A498 97.9, RXF 393 126.3 and COLO 205 106.1.
C1CN2CN3CCN(CN1C3)C2 was read as NCI-H522 89.4, NCI-H226 94.4, HT29 112.2, NCI-H322M 92.3, NCI-H460 110.9, NCI-H23 110.5, A498 127.3, RXF 393 140.0 and COLO 205 114.2.
Screening O=C(N/N=C\c1ccc(N(CCCl)CCCl)cc1)c1cc(-c2ccccc2)nc2ccccc12 returned NCI-H522 66.6, NCI-H226 54.7, HT29 84.4, NCI-H322M 99.8, NCI-H460 54.2, NCI-H23 76.8, A498 36.9, RXF 393 81.7 and COLO 205 98.2.
COCCCOc1ccnc(CS(=O)c2nc3ccccc3[nH]2)c1C (stereo not given) was read as NCI-H522 68.2, NCI-H226 90.4, HT29 100.6, NCI-H322M 101.3, NCI-H460 101.7, NCI-H23 82.6, A498 101.7 and RXF 393 93.3.
Screening CCC(O)Cc1ccccc1 (stereo not given) returned NCI-H522 105.5, NCI-H226 96.2, HT29 117.8, NCI-H322M 94.7, NCI-H460 106.9, NCI-H23 97.9, A498 92.4, RXF 393 107.2 and COLO 205 111.7.
For CC(C)(C#N)C(C)(C)C#N the results were NCI-H226 104.5, HT29 104.8, NCI-H322M 108.3, NCI-H460 108.3, NCI-H23 116.5, A498 104.6, RXF 393 106.2 and COLO 205 122.2.
For CN(C(=O)Oc1cccc2ccccc12)C1C=CCC1 (stereo not given) the results were NCI-H226 99.9, HT29 106.4, NCI-H322M 99.9, NCI-H460 106.2, NCI-H23 94.8, A498 90.6, RXF 393 108.9 and COLO 205 100.8.
`O=NNc1c[nH]c(=O)[nH]c1=O` gave NCI-H522 83.6, HT29 105.1, NCI-H322M 109.5, NCI-H460 102.5, NCI-H23 97.2, A498 71.9, RXF 393 103.7 and COLO 205 96.2.

2 compounds picked at random from the list so far, as already listed:
`CC(=O)c1cccc(S(=O)(=O)F)c1` gave NCI-H522 89.8, NCI-H226 97.2, HT29 103.7, NCI-H322M 95.6, NCI-H460 109.2, NCI-H23 100.2, A498 95.8, RXF 393 98.8 and COLO 205 113.7.
COCCCOc1ccnc(CS(=O)c2nc3ccccc3[nH]2)c1C (stereo not given) was read as NCI-H522 68.2, NCI-H226 90.4, HT29 100.6, NCI-H322M 101.3, NCI-H460 101.7, NCI-H23 82.6, A498 101.7 and RXF 393 93.3.

(continued)
For CCCCCCNC(=O)C(C)Br (stereo not given) the results were NCI-H522 90.3, NCI-H226 100.0, HT29 103.7, NCI-H322M 106.8, NCI-H460 105.1, NCI-H23 98.2, A498 80.2, RXF 393 108.6 and COLO 205 104.1.
Screening CC(=O)Oc1ccccc1C(=O)[Se]C(=NC(C)C)NC(C)C returned NCI-H522 -97.0*, NCI-H226 -67.2*, HT29 -57.0*, NCI-H322M -82.6*, NCI-H460 -70.2*, A498 -24.8*, RXF 393 -98.3* and COLO 205 -69.0*.
Screening ClCCN(CCCl)c1ccc2c(c1)Cc1cc(Cl)ccc1-2 returned NCI-H522 87.6, NCI-H226 84.5, HT29 86.3, NCI-H322M 90.3, NCI-H460 48.2, NCI-H23 87.2, A498 104.9 and COLO 205 92.6.
CCCCCCCCCCCC#N was read as NCI-H522 86.4, NCI-H226 101.9, HT29 103.7, NCI-H322M 99.5, NCI-H460 105.2, NCI-H23 106.0, A498 114.5, RXF 393 102.8 and COLO 205 101.8.
For O=C(CCl)NC1CCCCC1 the results were NCI-H522 88.8, NCI-H226 106.7, HT29 109.9, NCI-H322M 112.0, NCI-H460 107.2, NCI-H23 104.2, A498 108.6, RXF 393 105.1 and COLO 205 123.9.
Screening Nc1ccc(OCCNC(=O)Nc2ccc(S(=O)(=O)F)cc2)c(Cl)c1 returned NCI-H522 69.7, NCI-H226 83.7, HT29 91.1, NCI-H322M 92.5, NCI-H460 102.9, NCI-H23 97.9, A498 73.4, RXF 393 85.2 and COLO 205 96.3.
CCOC(=O)/C(=C\c1ccc(F)cc1)[Se]c1ccccc1 was read as NCI-H522 93.1, NCI-H226 107.5, HT29 119.7, NCI-H322M 102.4, NCI-H460 105.3, NCI-H23 102.2, A498 95.7, RXF 393 105.2 and COLO 205 121.1.
CS(=O)(=O)c1ccc(C(=O)C2C(=O)CCCC2=O)c([N+](=O)[O-])c1 was read as NCI-H522 97.7, NCI-H226 97.8, HT29 110.8, NCI-H322M 103.5, NCI-H460 113.1, A498 126.4, RXF 393 120.5 and COLO 205 110.5.
N#Cc1ccc([N+](=O)[O-])cc1 was read as NCI-H226 109.8, NCI-H322M 115.7, NCI-H460 108.9, NCI-H23 112.9, A498 108.8, RXF 393 117.6 and COLO 205 122.6.
Screening Clc1ccc(CSc2ncc(Br)c(N3CC3)n2)c(Cl)c1 returned NCI-H522 68.2, NCI-H226 102.1, HT29 98.7, NCI-H322M 115.1, NCI-H460 109.7, NCI-H23 99.7, A498 84.6, RXF 393 102.4 and COLO 205 87.2.
CC(COc1ccccc1)N(CCCl)C1c2ccccc2-c2ccccc21 (stereo not given) was read as NCI-H522 40.6, NCI-H226 74.1, HT29 50.4, NCI-H322M 82.0, NCI-H460 72.5, NCI-H23 65.7, A498 54.0, RXF 393 75.9 and COLO 205 89.1.
COc1ccc(N2C(=O)C(=O)N(c3ccc(OC)cc3)P2(=O)N(CCCl)CCCl)cc1 was read as NCI-H522 108.7, NCI-H226 104.7, HT29 113.0, NCI-H322M 98.6, NCI-H460 108.7, NCI-H23 97.5, A498 138.7, RXF 393 110.6 and COLO 205 96.8.
NC(=O)C(Br)CBr (stereo not given) was read as NCI-H522 -81.7*, NCI-H226 -18.8*, HT29 -21.8*, NCI-H460 4.1*, NCI-H23 24.1, A498 103.4 and COLO 205 -83.4*.
Screening O=C1C(Br)CS(=O)(=O)CC1Br (stereo not given) returned NCI-H522 105.0, NCI-H226 96.2, HT29 123.7, NCI-H322M 104.9, NCI-H460 101.7, NCI-H23 102.8, A498 92.2, RXF 393 98.9 and COLO 205 107.0.
CCOC(=O)/C(=C\c1ccc(Br)cc1)[Se]c1ccccc1 was read as NCI-H522 92.4, NCI-H226 106.3, HT29 115.4, NCI-H322M 106.2, NCI-H460 104.5, NCI-H23 112.6, A498 92.5, RXF 393 106.4 and COLO 205 106.7.
`c1ccc(C2CO2)cc1` (stereo not given) gave NCI-H522 95.2&116.0, NCI-H226 103.5&91.5, HT29 101.8&113.5, NCI-H322M 91.3&108.6, NCI-H460 112.5&109.7, NCI-H23 107.9&102.1, A498 95.4&98.5, RXF 393 101.7&99.3 and COLO 205 110.0&109.7.
FC(F)(F)/C=C(\N1CC1)C(F)(F)F was read as NCI-H522 95.3, NCI-H226 101.2, HT29 101.1, NCI-H322M 106.6, NCI-H460 98.6, NCI-H23 104.7, A498 84.7, RXF 393 100.4 and COLO 205 117.2.
`C[C@]12CC[C@H]3[C@@H](CC=C4c5nc(-c6ccc(Br)cc6)sc5CC[C@@]43C)[C@@H]1CC[C@@H]2O` gave NCI-H522 97.5, NCI-H226 100.4, HT29 109.3, NCI-H322M 94.7, NCI-H460 106.0, NCI-H23 88.4, A498 106.9, RXF 393 3.9* and COLO 205 119.4.
Screening CC(C)N(C(=O)SCC(Cl)=C(Cl)Cl)C(C)C returned NCI-H522 106.4, HT29 108.6, NCI-H322M 101.9, NCI-H460 102.4, NCI-H23 101.5, A498 121.1 and COLO 205 109.1.
For BrCCN(CCBr)c1cccc(/C=C/c2ccccc2)c1 the results were NCI-H522 99.8, NCI-H226 107.1, HT29 109.6, NCI-H322M 108.8, NCI-H460 108.3, NCI-H23 110.5, A498 106.5 and COLO 205 115.8.
Screening CC(=O)O[C@H]1C[C@H](O[C@H]2[C@@H](O)C[C@H](O[C@H]3[C@@H](O)C[C@H](O[C@H]4CC[C@@]5(C)C(CCC6C5C[C@@H](O)[C@]5(C)[C@@H](C7=CC(=O)OC7)CC[C@]65O)C4)O[C@@H]3C)O[C@@H]2C)O[C@H](C)[C@H]1O[C@@H]1O[C@H](CO)[C@@H](O)[C@H](O)[C@H]1O (stereo not given in full) returned NCI-H226 -98.6*, HT29 -86.0*, NCI-H460 -88.3*, NCI-H23 -64.1*, A498 -19.5*, RXF 393 -53.8* and COLO 205 -74.2*.
Screening COc1ccc(CCN)cc1OC returned NCI-H522 97.8&100.8, NCI-H226 107.9&106.0, HT29 112.2&100.1, NCI-H322M 93.3&106.8, NCI-H460 103.1&107.3, NCI-H23 95.5&100.0, A498 110.3&86.1, RXF 393 104.9&105.6 and COLO 205 118.5&99.3.

Among those listed so far, three have a nitro group on carbon.
O=[N+]([O-])c1ccc(O)c(CCl)c1 was read as NCI-H522 95.7, NCI-H226 106.8, HT29 105.0, NCI-H322M 112.9, NCI-H460 107.8, NCI-H23 100.9, A498 136.9, RXF 393 120.3 and COLO 205 105.8.
CS(=O)(=O)c1ccc(C(=O)C2C(=O)CCCC2=O)c([N+](=O)[O-])c1 was read as NCI-H522 97.7, NCI-H226 97.8, HT29 110.8, NCI-H322M 103.5, NCI-H460 113.1, A498 126.4, RXF 393 120.5 and COLO 205 110.5.
N#Cc1ccc([N+](=O)[O-])cc1 was read as NCI-H226 109.8, NCI-H322M 115.7, NCI-H460 108.9, NCI-H23 112.9, A498 108.8, RXF 393 117.6 and COLO 205 122.6.

Source: PubChem
